# Screening data from PubChem BioAssay.
# STAT3 act = activators of IL-6 induced STAT3 signaling; activation (% of control), % at 5.6 µM; U3A cells, IL-6 STAT3-luciferase reporter, luminescence; 100% = signal with IL-6 EC80 alone; hit rate 0.91% among 190,000;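 active = activation above the screen-wide mean of compound activation plus 3 SD, cut at about 130% in these data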;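 also: 0% = background luminescence of wells with medium and substrate only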
#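 Material: human STAT1-deficient U3A cells with stable STAT3-luciferase reporter / Probe or stimulus: IL-6 stimulus at 33 ng/mL final / Schedule: 1 h compound pre-exposure, 6 h IL-6 stimulation, 37 °C / Technique: luminescence / Read-out basis: percent of IL-6-only median luminescence / Control set: IL-6-only high control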
# STAT3 blocker = inhibitors of IL-6 induced STAT3 signaling | U3A cells, IL-6 STAT3-luciferase reporter, luminescence; host cell line lacks STAT1 | inhibition, % at 5.5 µM | hit rate 0.89% among 190,000;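 active = inhibition above the mean inhibition across all screened compounds plus 3 SD, cut at about 44% in these data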;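 also: 0% = DMSO only wells and 100% = 100 µM nifuroxazide control wells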
# TR-FRET SRC-2 ct = TR-FRET artefact, counter-screen to PPARgamma/SRC-2 agonist assay. stronger effect = higher value. TR-FRET ratio at 8 µM. hit rate 0.4% among 200,000. AID 1049; in the data active = TR-FRET ratio above about 2000; also: inactives centre near 1500
# STAT1 inh = STAT1 signaling inhibition; AID 920; hit rate 0.35% among 200,000; inhibition, % at 5.5 µM; NIH 3T3 STAT1-luciferase reporter, IFN-gamma, luminescence;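 active = inhibition above a set limit, the mean inhibition across all tested compounds plus 3 SD, cut at about 34% in these data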;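 also: 0% = IFN-gamma with DMSO and 100% = IFN-gamma with 300 µM nifuroxazide; values of inactives mirror those of a sister screen read the other way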
# PPARg SRC3 recr = PPARgamma-driven SRC-3 recruitment agonism | P37231 | activation, % at 8 µM | hit rate 0.26% among 200,000 | biochemical PPARgamma/SRC-3 coactivator recruitment assay; in the data active = activation above about 23%;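 also: 0% = DMSO and 100% = reference agonist; some compounds past the cut are filed as inactive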
# TLR4-MyD88 BLA = blocks binding of human TLR4 to MyD88; inhibition, % at 8.4 µM; HeLa CL3-4 TLR4/MyD88 BLA complementation, FRET ratio; hit rate 0.18% among 200,000; in the data active = inhibition above about 25%;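 also: 0% = vehicle and 100% = reference inhibitor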
# RAM inhibit = blocks the yeast RAM network | hit rate 1.8% among 190,000 | S. cerevisiae dse1pr::URA3 reporter, 5-FOA growth OD615, 2 d; analog-sensitive cbk1-as2 kinase mutant strain | inhibition, % at 50 µM;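 active = inhibition above a set limit, 3 SD over mean compound inhibition, cut at about 8.4% in these data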;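 also: 0% = DMSO-only wells with no growth and 100% = 10 µM 1-NA-PP1 full growth; inhibition rescues growth on 5-FOA so higher OD means more RAM inhibition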
# PPARg SRC1 recr = PPARgamma-driven SRC-1 recruitment agonism; AID 631; activation, % at 8 µM; hit rate 0.41% among 200,000; P37231; PPARgamma-SRC-1 coactivator recruitment biochemical assay; in the data active = activation above about 19%;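 also: 0% = DMSO and 100% = reference agonist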
# S1P3 antag = blocks the human S1P3 receptor | CHO S1P3 NFAT-BLA reporter, FRET fluorescence, antagonist mode | inhibition, % at 4.98 µM | hit rate 0.27% among 170,000;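 active = inhibition above the plate cutoff, the mean inhibition of test wells on that plate plus 3 SD, cut at about 28% in these data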;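 also: cells challenged with S1P at its EC80 of 0.8 µM; blue over green emission ratio from cleaved BLA substrate after 4 h stimulation; 0% = S1P-stimulated wells and 100% = unstimulated DMSO-only wells; some compounds past the cut are filed as inactive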
# Target sequence (Q99500 whole entry, looked up): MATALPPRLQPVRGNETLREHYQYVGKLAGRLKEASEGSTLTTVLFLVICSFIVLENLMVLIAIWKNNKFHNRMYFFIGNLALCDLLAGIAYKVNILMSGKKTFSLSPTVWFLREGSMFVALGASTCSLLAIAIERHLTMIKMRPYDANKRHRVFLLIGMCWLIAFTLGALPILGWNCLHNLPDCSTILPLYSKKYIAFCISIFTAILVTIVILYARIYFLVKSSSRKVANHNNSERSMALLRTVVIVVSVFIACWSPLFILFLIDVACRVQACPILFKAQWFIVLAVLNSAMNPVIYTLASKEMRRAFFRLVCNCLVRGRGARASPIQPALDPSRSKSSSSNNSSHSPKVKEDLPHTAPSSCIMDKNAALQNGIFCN
# PPARg SRC2 recr = promotes SRC-2 coactivator recruitment by human PPARgamma; hit rate 0.34% among 200,000; activation, % at 8 µM; P37231; PPARgamma LBD-SRC-2 recruitment, biochemical; in the data active = activation above about 22%;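 also: 0% = vehicle and 100% = reference agonist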
# ROMK primary = modulators of human ROMK potassium channel | P48048 | Tet-inducible ROMK, thallium flux fluorescence; actives lie on both sides | B-score at 10 µM | hit rate 2% among 130,000 | AID 1918;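 active = signal ratio slope over the read window, or its plate-corrected B-score, at least 3 SD from the plate mean, either direction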;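 also: B-score of the F/F0 ratio slope over 7 to 12 s after thallium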
# Target sequence (P48048 whole entry, looked up): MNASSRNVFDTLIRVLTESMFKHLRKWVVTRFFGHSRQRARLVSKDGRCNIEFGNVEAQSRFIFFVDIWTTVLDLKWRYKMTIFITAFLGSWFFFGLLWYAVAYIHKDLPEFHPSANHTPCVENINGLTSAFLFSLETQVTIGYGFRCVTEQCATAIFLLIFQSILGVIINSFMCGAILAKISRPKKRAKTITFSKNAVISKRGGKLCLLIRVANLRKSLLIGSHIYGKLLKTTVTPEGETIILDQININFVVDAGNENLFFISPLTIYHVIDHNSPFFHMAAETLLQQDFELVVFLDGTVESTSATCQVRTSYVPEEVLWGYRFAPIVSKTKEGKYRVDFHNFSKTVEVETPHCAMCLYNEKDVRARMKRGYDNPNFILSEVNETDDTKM
# Numbers without * were called inactive; . = no result given.
1) CCCOC1CCCN(C(=O)c2cc(Cl)c(Cl)cc2C(=O)O)C1 (stereo unspecified)
2) CCOc1ccc(N=c2scc(-c3ccccc3)n2CCO)cc1
3) COC(=O)c1ccccc1NC(=O)CN1C(=O)c2ccccc2S1(=O)=O
4) Cc1ccc(S(=O)(=O)N2CCOCC2)cc1C(=O)Nc1nc(-c2cccnc2)cs1
5) CC(C)(C)c1ccccc1OCCCCCNCCO
6) CCCOc1ccc(CC(=O)NCC2(c3ccccc3)CCOCC2)cc1OC
screen / no.	1	2	3	4	5	6
STAT3 act	100	90	97	83	99	95
STAT3 blocker	5	17	6	25	6	10
TR-FRET SRC-2 ct	1805	1606	1469	1632	1726	1565
STAT1 inh	1	-13	-5	8	-8	-2
PPARg SRC3 recr	4	5	6	4	1	13
TLR4-MyD88 BLA	0	1	5	1	7	-2
RAM inhibit	2.9	1.9	2.4	2.8	1.3	-0.1
PPARg SRC1 recr	2	0	3	1	2	2
S1P3 antag	-20	.	-6	.	43	.
PPARg SRC2 recr	7	5	-3	5	2	0
ROMK primary	.	-0.26	.	.	-1.9	.

7) Cc1ncc([N+](=O)[O-])n1CC(O)CCl (stereo unspecified)
8) COc1cccc(CNC(=O)CN(c2cc(C)cc(C)c2)S(=O)(=O)c2c(C)noc2C)c1
9) CCc1cccc(C)c1NC(=S)N(CCN(C)C)Cc1cccs1
10) Cc1c(NC(=O)COC(=O)COc2ccc(Nc3ccccc3)cc2)c(=O)n(-c2ccccc2)n1C
11) COc1cc2c(cc1OC)CN(C(=S)Nc1ccc(OC(F)F)cc1)CC2
12) Cc1nn(-c2ccccc2)c2nc(-c3ccco3)cc(C(=O)O)c12
screen / no.	7	8	9	10	11	12
STAT3 act	102	97	98	112	100	103
STAT3 blocker	0	12	14	-12	2	7
TR-FRET SRC-2 ct	1338	1484	1579	1558	1807	1822
STAT1 inh	1	0	-8	-3	17	3
PPARg SRC3 recr	4	-9	6	11	8	-1
TLR4-MyD88 BLA	2	6	5	2	0	-8
RAM inhibit	1.5	2.6	1.0	1.8	2.2	0.6
PPARg SRC1 recr	8	-1	8	12	1	3
S1P3 antag	-3	-15	-11	2	7	-16
PPARg SRC2 recr	-3	-4	5	6	7	2
ROMK primary	.	.	-0.88	1.1	1.3	.

13) CCCCNC(=O)c1ccc(NS(=O)(=O)c2ccccc2)cc1
14) CN(C)c1ccc(-c2nc3ccccc3n2C)cc1
15) Cc1ccc(NC(=S)NNC(=O)C2CC2c2ccc(C)cc2)cc1 (stereo unspecified)
16) CC(C)Oc1ccc(NC(=O)c2ccncc2)cc1
17) CCc1cccc2c(C(=O)COC(=O)c3ccc(O)cc3)c[nH]c12
18) Nc1nnc(CCS(=O)(=O)c2ccc(Cl)cc2)s1
screen / no.	13	14	15	16	17	18
STAT3 act	97	35	100	81	114	98
STAT3 blocker	7	77*	4	27	-14	8
TR-FRET SRC-2 ct	1502	1518	1568	1575	1532	1535
STAT1 inh	5	29	7	6	-36	8
PPARg SRC3 recr	-14	9	12	-9	-7	-8
TLR4-MyD88 BLA	20	-8	5	14	4	9
RAM inhibit	1.6	-0.3	0.1	2.0	3.7	1.4
PPARg SRC1 recr	-1	5	-1	-3	0	4
S1P3 antag	17	9	.	17	23	.
PPARg SRC2 recr	5	10	-5	8	-3	-1
ROMK primary	.	0.77	-0.82	-0.91	-0.034	1.1

19) Cc1ccc(-n2cccc2/C=N/n2cnnc2)cc1Cl
20) Cc1ccc(NC(=O)CSc2nccn2Cc2ccccc2)cc1C
21) O=C(CNC(=O)c1ccccc1F)NCCOc1cccc(Cl)c1Cl
22) Clc1cccc(C2CCN(Cc3nc(CC4CC4)no3)C2)c1 (stereo unspecified)
23) Cc1ccc(S(=O)(=O)/N=c2\sccn2C)cc1
24) COc1ccc(Cc2nnc(N=Nc3c(O)[nH]c4ccc(Br)cc34)[nH]c2=O)cc1
screen / no.	19	20	21	22	23	24
STAT3 act	94	115	90	105	110	108
STAT3 blocker	12	-15	9	2	-9	-6
TR-FRET SRC-2 ct	1497	1280	1488	1551	1623	1690
STAT1 inh	5	-12	11	-4	-2	13
PPARg SRC3 recr	-4	-2	-2	2	13	5
TLR4-MyD88 BLA	-7	8	-9	-4	2	15
RAM inhibit	-0.1	1.6	5.6	0.3	0.6	6.5
PPARg SRC1 recr	-2	5	4	-7	4	6
S1P3 antag	.	.	-1	4	.	-13
PPARg SRC2 recr	1	-12	0	-1	-7	4
ROMK primary	-0.61	.	-0.011	.	.	-0.98

25) CC(NC(=O)C(=O)N/N=C\c1ccc([N+](=O)[O-])cc1)c1ccccc1 (stereo unspecified)
26) Cc1nn(Cc2noc(C(=O)NCc3ccc(F)cc3)n2)c(C)c1Br
27) Cc1ccc(CN(CCO)CCO)cc1
28) Cc1ccc2nc(Cl)c(/C=N/Nc3nc(C)cc(C)n3)c(=O)n2c1
29) CCOc1ccc(S(=O)(=O)Nc2nc3ccccc3nc2Nc2ccc(N3CCOCC3)cc2)cc1
30) Cc1cccc(N2CCN(C3=NC(=O)C(=C4CCCCC4)S3)CC2)c1
screen / no.	25	26	27	28	29	30
STAT3 act	94	96	104	98	89	98
STAT3 blocker	13	8	1	5	9	4
TR-FRET SRC-2 ct	1396	1587	1556	1470	1586	1701
STAT1 inh	4	0	-4	17	-2	1
PPARg SRC3 recr	-1	-1	4	9	0	6
TLR4-MyD88 BLA	-11	-9	-7	33*	-1	10
RAM inhibit	2.8	7.8	1.3	1.7	8.3	0.8
PPARg SRC1 recr	2	7	8	6	4	14
S1P3 antag	-9	-16	-5	-1	9	-26
PPARg SRC2 recr	-1	4	3	14	7	3
ROMK primary	0.93	-1.6	1.3	.	.	0.84

31) Oc1ccccc1Oc1c(F)c(F)nc(N2CCCC2)c1F
32) CCCCCn1c(SCC(=O)OCC)nc2cc(C(=O)NCc3ccco3)ccc2c1=O
33) COc1cc(/C=N/Nc2snc(SC)c2C#N)cc(OC)c1OC
34) CC(C)NC(=O)CSc1nc(N)c(NC(=O)c2ccco2)c(=O)[nH]1
35) COCCN(C(=S)Nc1cc(C)ccc1C)C(C)c1cccnc1 (stereo unspecified)
36) COc1ccc(NC(=O)Nc2cccc(OC)c2)cc1
screen / no.	31	32	33	34	35	36
STAT3 act	112	104	51	103	104	104
STAT3 blocker	-14	0	59*	-4	-7	3
TR-FRET SRC-2 ct	1572	1606	1651	1386	1725	1430
STAT1 inh	-6	-5	8	-1	5	-18
PPARg SRC3 recr	-6	-7	4	0	0	-1
TLR4-MyD88 BLA	-3	-5	-6	1	-13	14
RAM inhibit	-0.1	11*	3.7	1.4	-0.5	.
PPARg SRC1 recr	1	3	-1	-9	-5	0
S1P3 antag	3	.	.	-12	-11	-10
PPARg SRC2 recr	-3	-1	0	-1	-4	-3
ROMK primary	-0.48	0.47	.	-0.72	0.42	-1.5

37) Cc1c(Cl)cnc(NC(=O)COC(=O)CCS(=O)(=O)c2ccccc2)c1Cl
38) Cc1ccc2nc(NC(=O)/C=C/c3ccc4c(c3)OCO4)sc2c1
39) C/C(=N\NC(=O)CCc1ccc(S(=O)(=O)N2CCOCC2)cc1)c1ccc(OC(F)F)cc1
40) Cc1noc(C)c1C(=O)Nc1sc2c(c1C(N)=O)CCCCC2
41) O=C(NCc1ccccn1)Nc1ccc(F)cc1
42) O=C(c1cccs1)N1CCOCC1
43) CCOC(=O)Cn1nc(-c2ccccc2)nc1-c1ccccc1
44) COc1ccc(-n2c3c(c(=O)[nH]c2=O)C(C(F)(F)F)(C(F)(F)F)N=C(CC(C)C)N3)cc1
screen / no.	37	38	39	40	41	42	43	44
STAT3 act	95	94	101	84	92	101	93	102
STAT3 blocker	10	5	1	22	14	4	10	2
TR-FRET SRC-2 ct	1678	1526	1618	1665	1605	1606	1501	1750
STAT1 inh	-5	-2	1	-8	-7	2	-4	-2
PPARg SRC3 recr	8	-2	3	-1	1	-6	-2	8
TLR4-MyD88 BLA	-8	7	4	16	-4	-5	2	-4
RAM inhibit	2.2	2.4	2.0	.	-0.7	2.4	-0.5	3.2
PPARg SRC1 recr	8	-5	6	6	4	2	6	1
S1P3 antag	.	-7	-13	16	-24	-39	-1	.
PPARg SRC2 recr	8	-2	6	10	-2	-2	0	-4
ROMK primary	.	0.3	1.6	-0.45	.	-0.44	-0.16	-0.98

# 12 of these compounds in a different format.
# Order of values – STAT3 act | STAT3 blocker | TR-FRET SRC-2 ct | STAT1 inh | PPARg SRC3 recr | TLR4-MyD88 BLA | RAM inhibit | PPARg SRC1 recr | S1P3 antag | PPARg SRC2 recr | ROMK primary
30: Cc1cccc(N2CCN(C3=NC(=O)C(=C4CCCCC4)S3)CC2)c1
→ 98 | 4 | 1701 | 1 | 6 | 10 | 0.8 | 14 | -26 | 3 | 0.84
31: Oc1ccccc1Oc1c(F)c(F)nc(N2CCCC2)c1F
→ 112 | -14 | 1572 | -6 | -6 | -3 | -0.1 | 1 | 3 | -3 | -0.48
32: CCCCCn1c(SCC(=O)OCC)nc2cc(C(=O)NCc3ccco3)ccc2c1=O
→ 104 | 0 | 1606 | -5 | -7 | -5 | 11* | 3 | . | -1 | 0.47
33: COc1cc(/C=N/Nc2snc(SC)c2C#N)cc(OC)c1OC
→ 51 | 59* | 1651 | 8 | 4 | -6 | 3.7 | -1 | . | 0 | .
34: CC(C)NC(=O)CSc1nc(N)c(NC(=O)c2ccco2)c(=O)[nH]1
→ 103 | -4 | 1386 | -1 | 0 | 1 | 1.4 | -9 | -12 | -1 | -0.72
35: COCCN(C(=S)Nc1cc(C)ccc1C)C(C)c1cccnc1 (stereo unspecified)
→ 104 | -7 | 1725 | 5 | 0 | -13 | -0.5 | -5 | -11 | -4 | 0.42
36: COc1ccc(NC(=O)Nc2cccc(OC)c2)cc1
→ 104 | 3 | 1430 | -18 | -1 | 14 | . | 0 | -10 | -3 | -1.5
37: Cc1c(Cl)cnc(NC(=O)COC(=O)CCS(=O)(=O)c2ccccc2)c1Cl
→ 95 | 10 | 1678 | -5 | 8 | -8 | 2.2 | 8 | . | 8 | .
38: Cc1ccc2nc(NC(=O)/C=C/c3ccc4c(c3)OCO4)sc2c1
→ 94 | 5 | 1526 | -2 | -2 | 7 | 2.4 | -5 | -7 | -2 | 0.3
39: C/C(=N\NC(=O)CCc1ccc(S(=O)(=O)N2CCOCC2)cc1)c1ccc(OC(F)F)cc1
→ 101 | 1 | 1618 | 1 | 3 | 4 | 2.0 | 6 | -13 | 6 | 1.6
40: Cc1noc(C)c1C(=O)Nc1sc2c(c1C(N)=O)CCCCC2
→ 84 | 22 | 1665 | -8 | -1 | 16 | . | 6 | 16 | 10 | -0.45
41: O=C(NCc1ccccn1)Nc1ccc(F)cc1
→ 92 | 14 | 1605 | -7 | 1 | -4 | -0.7 | 4 | -24 | -2 | .
